12-LOX inh: blocks human arachidonate 12S-lipoxygenase. AID 1671190. Potency, µM (series often up to 108 µM), for the others: at the top dose activity change, negative = inhibition, hits mostly inhibitors. 580,000 compounds, 1.1% hits. purified 12hLO, xylenol orange hydroperoxide absorbance. P18054; active = well fitted inhibition curve with a large enough effect; inconclusive = small, poorly fitted or top-dose-only effect, or another doubt; inactive = no such curve, though single readings can be large or run the other way
Target sequence (P18054 whole entry, looked up): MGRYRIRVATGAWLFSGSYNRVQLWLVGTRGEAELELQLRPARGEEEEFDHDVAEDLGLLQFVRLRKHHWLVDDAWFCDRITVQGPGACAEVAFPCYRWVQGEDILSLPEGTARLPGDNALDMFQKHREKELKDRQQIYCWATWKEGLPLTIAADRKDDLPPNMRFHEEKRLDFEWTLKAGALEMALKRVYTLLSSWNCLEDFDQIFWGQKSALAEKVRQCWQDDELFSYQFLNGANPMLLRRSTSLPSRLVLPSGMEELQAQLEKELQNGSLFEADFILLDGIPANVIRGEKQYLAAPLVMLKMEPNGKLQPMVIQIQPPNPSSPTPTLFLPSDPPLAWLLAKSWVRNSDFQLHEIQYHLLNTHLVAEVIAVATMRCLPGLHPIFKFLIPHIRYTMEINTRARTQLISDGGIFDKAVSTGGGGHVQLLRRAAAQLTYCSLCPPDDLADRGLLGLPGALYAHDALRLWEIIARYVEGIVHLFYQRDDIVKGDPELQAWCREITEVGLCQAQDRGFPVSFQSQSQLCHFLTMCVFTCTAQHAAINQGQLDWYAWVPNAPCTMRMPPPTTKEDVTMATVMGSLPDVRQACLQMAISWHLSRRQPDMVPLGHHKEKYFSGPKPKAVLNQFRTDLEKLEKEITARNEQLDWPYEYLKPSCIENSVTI
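Purified human 12hLO at 150 nM in 25 mM Hepes, 0.01% Triton X-100, pH 7.0, preincubated 15 min at room temperature with compound. Reaction started with 40 uM arachidonic acid, 30 min at room temperature. Hydroperoxide measured by Fe-xylenol orange, 573/405 nm absorbance ratio.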
The depositor's hits bear a star; ? = inconclusive; [ ] = remark or other dose. % is set by controls: 0 for no effect and ±100 for the full control effect; potency is the fitted concentration of half-maximal effect. An excerpt, so the mix of outcomes need not match the whole.

No.	SMILES	12-LOX inh
1	O=C(NCCc1ccncc1)C1CN(C(=O)c2ccc(Cl)cc2)CC12CCOCC2 (stereo unspecified)	52%[activator]
2	CCOC(=O)C1=CN(CC(=O)Nc2ccc(C)cc2Cl)S(=O)(=O)N=C1C	44%[activator]
3	COc1ccc(C(=O)NC2CCN(c3cc(-c4ccc(Cl)cc4)[nH]n3)C2)cc1F (stereo unspecified)	17%
4	CCCNC(=O)O[C@@H]1CC[C@]2(C)[C@H](CC[C@@H](O)[C@H]2CC(=O)N2CCCC2)[C@]1(C)CO	8%[176 µM]
5	C[C@H]1[C@@H]2[C@@H](O)C([C@H](C)C(=O)NCCN3CCCC3)CC[C@@]2(C)CC[C@@H]1NC(=O)CC(C)(C)C (stereo partly specified)	86%[activator]
6	CN(C)c1cc(=O)c2ccnc(N3CCN(c4ccccn4)CC3)c2o1	-2%[176 µM]
7	Cc1ncsc1C(=O)N1CC(CNC(=O)C2CC2)C2(C1)CN(c1ccccc1)C2 (stereo unspecified)	-16%[176 µM]
8	Cn1nc(C2CCN(C(=O)CCCc3ccccc3)CC2)c2c1CCOC2	71%[activator]
9	Cc1cncnc1C1CCN(c2cc(C3CC(N)C3)ncn2)CC1 (stereo unspecified)	14µM*
10	COC[C@H]1CCCN1Cc1nc(C2(O)CCN(C(C)=O)CC2)cs1	36%[activator][176 µM]
11	CCNC(=O)N(C1CC1)C1CCOC2(CCN(C(=O)c3ccn(CC)n3)CC2)C1 (stereo unspecified)	34%
12	CCS(=O)(=O)N1CCc2n[nH]c(=O)n2CC1	12%
13	COc1ccc(CCNC(=O)C2CC(=O)N(c3n[nH]c4cccc(F)c34)C2)cc1 (stereo unspecified)	45%[activator]
14	Cc1ccc(C(=O)N2CCC3(CC2)CCN(CCc2ccccc2)c2ccccc2O3)cc1	?
15	O=C(Cn1ccn2nc3c(c2c1=O)CCCCC3)Nc1cc(F)ccc1F	-5%
16	CCOc1ccc(C(=O)Nc2ccc3ncnc(N4CCCCC4)c3c2)cc1	31%[activator]
17	Cn1nc(C2CCN(C(=O)COc3ccc(F)cc3)CC2)c2c1CCOC2	47%[activator]
18	O=C(C1CCCCC(=O)N1Cc1ccccc1)N1CCCC1 (stereo unspecified)	2%
19	CCc1nc2c(NC(=O)c3ccc(F)c(Cl)c3)cccn2n1	9%
20	O=C1NC(C(=O)N2CCN(Cc3ccc(F)cc3F)CC2)Cn2cccc21 (stereo unspecified)	9%
21	COc1ccc2c(c1)C(n1c(C)ccc1C)C(=O)N2C (stereo unspecified)	11µM*
22	CCCn1cc(C2CCN(S(=O)(=O)c3c(C)cc(C)cc3C)CC2)c2ccccc21	-1%
23	COCCN1CCC(N2CCN(C(=O)c3ccc(C)cc3)CC2)C1=O (stereo unspecified)	1%
24	Cc1ccc(C(=O)NC2CCN(c3cc(-c4cccs4)[nH]n3)C2)cc1F (stereo unspecified)	18%
25	O=C1CC(c2noc(Cc3c(F)cccc3Cl)n2)CN1C1CCCCC1 (stereo unspecified)	29%
26	CN(C(=O)C1=NO[C@@H]2CN(CCc3ccccc3)C[C@H]12)c1ccccc1	?
27	O=C1NCCOCCCN(C(=O)Nc2ccccc2)[C@H]2CCC[C@@H]12	-3%
28	COc1ccc2[nH]c3c(c2c1)CCNC31CCN(C(=O)c2cccnc2)CC1	9%
29	Cc1cccc(NC(=O)Cn2ccn3nc4c(c3c2=O)CCCC4)c1	0%
30	CC(C)(C)NC(=O)CN1C(=O)NC2(CCCCC2)C1=O	8%
31	O=C([C@@H]1C[C@H](F)CN1C(=O)Cc1ccccc1F)N1CCCCC1	15%
32	Cc1cnc(C(=O)N2CCCCCCn3c(nnc3-c3ccc(F)cc3)CC2)cn1	69%[activator]
33	Cc1ccccc1-c1cn[nH]c1C1CCN(C(=O)CCCn2cnnn2)CC1	17%
34	O=C(c1ccc2n[nH]nc2c1)N1CCC2(CC1)Nc1ccccc1NC2=O	135%[activator]
35	Cc1ccccc1-n1nc(C)c(CCC(=O)NC2CC2)c1Oc1ccccc1	5%
36	Cc1cc(F)ccc1-c1[nH]nc2ncc(-c3cccnc3)nc12	7%[176 µM]
37	CCN1C(=O)CCC2(C(=O)NCCN3CCOCC3)CCCC=C12 (stereo unspecified)	42%[activator]
38	O=C1CCCN1CCN1CCOc2c(O)cc(-c3csc4ccccc34)cc2C1	-5%
39	O=C(c1cc(-c2ccc(F)cc2)n[nH]1)N1CC2CC(C1)[C@H]1CCCC(=O)N1C2 (stereo partly specified)	-7%
40	CCCN(C)c1nccnc1OC1CCN(C(=O)C2CCCCC2)C1 (stereo unspecified)	41%
41	O=C(Cc1ccc(Cl)cc1)N1CCC2(CC1)CN(C1CCC1)CC2CO (stereo unspecified)	?
42	O=C(Nc1cccc(C(F)(F)F)c1)O[C@@H]1CO[C@H]2[C@@H]1OC[C@@H]2NC(=S)Nc1ccc(Cl)cc1	?
43	CCOc1ccccc1NC(=O)N1CCC(=O)N(CC)C2(CCOCC2)C1	57%[activator]
44	O=C(c1ccncc1)N1CC[C@H]2COC(=O)N2c2cc(F)ccc2C1	53%[activator][176 µM]
45	CN1C[C@H](C(=O)Nc2ccccc2)C[C@H]1c1cccc(C(F)(F)F)c1	?
46	O=C(c1cccc(F)c1)N1CC[C@H]2COC(=O)N2c2cc(F)ccc2C1	0%[176 µM]
47	COc1cccc(CN2CCOC3CCN(CCCc4ccccc4)CC3C2=O)c1 (stereo unspecified)	-2%[176 µM]
48	CCNC(=O)N1CCN(c2ccc(N3CCN(C(=O)NCC)[C@H](C)C3)c(C)c2)[C@H](C)C1	1%
49	c1cncc(CN2CCC[C@H]2c2nc(-c3ccc(-n4ccnc4)nc3)no2)c1	76%[activator][176 µM]
50	O=C(NC1CCCN(c2cc(-c3ccccc3)[nH]n2)C1)c1cnccn1 (stereo unspecified)	87%[activator]
51	Cc1noc2c(NC3CCN(C)CC3)cc(-c3cccs3)nc12	-18%[176 µM]
52	O=[S+]([O-])(Nc1cccnc1)c1ccc2c(c1)OCCN(Cc1ccncc1F)C2	49%[activator][176 µM]
53	CC(C)(C)NC(=O)N1CCC(OC2CCN(S(C)(=O)=O)CC2)CC1	11%
54	O=C(NCCc1nc(Cc2ccccc2)no1)[C@H]1CCC[C@@H](O)C1	-14%
55	Cc1nc2ccc(C(=O)Nc3ccc4c(c3)C(=O)N3CCC[C@H]3C(=O)N4)cc2s1	-8%
56	O=C(CCC1CCN(S(=O)(=O)c2ccccc2)CC1)NCc1ccco1	18%
57	CN1CCCN(S(=O)(=O)c2cn(C)cn2)c2ccccc21	14%
58	CN1CCCC2(CCN(c3nc4c(cc3C(N)=O)CCC4)C2)C1=O (stereo unspecified)	2%
59	CC(=O)Nc1ccc(CN2C[C@H](O)C[C@H]2c2nc(C(C)C)no2)cc1	?
60	COc1cccc(-c2cn3c(n2)N(C(=O)Cn2ccnc2C)CCC3)c1	53%[activator]

Continuation:
No.	SMILES	12-LOX inh
61	O=C1Nc2ccccc2CNC12CCN(Cc1c[nH]c3ccccc13)CC2	3%[6.33 µM]
62	O=C(O)C[C@@H]1CCN(C(=O)c2ccc(C(F)(F)F)cc2)C[C@@H]1CCN1CCOCC1	-10%[176 µM]
63	CC(C)C[C@@H]1N[C@H](C(=O)N2CCOCC2)Cc2cn(CC3CC3)c3cccc1c23	6%[176 µM]
64	COc1c(C)cnc(Cn2ccn3nc(-c4ccc(F)cc4)c(CO)c3c2=O)c1C	-16%
65	Cc1cccc(NC(=O)Cn2ccn3nc4c(c3c2=O)CCCC4)c1C	-3%
66	CCNC(=O)N[C@H]1CO[C@H]2[C@@H]1OC[C@H]2OC(=O)Nc1cccc(C(F)(F)F)c1	6%[176 µM]
67	Cc1ccc(NC(=O)N2CCC(CCN)CC2)cc1F	43%[activator]
68	C[S+](=O)([O-])Nc1cccc(N2C[C@@H]3C(C(=O)NC4CCOCC4)=NO[C@@H]3C2)c1	-16%[176 µM]
69	CC(C)c1ccc(C(=O)N2CCC3(CC2)OC(=O)N(Cc2ccc(O)cc2)C3(C)c2ccccc2)cc1 (stereo unspecified)	-1%
70	c1ccc(-c2nnc3n2CCN(Cc2ccsc2)C3)cc1	1%[12.5 µM]
71	CC1=C(C(=O)N2CC3CC(C2)[C@H]2CCCC(=O)N2C3)C2(CCCCC2)OC1=O (stereo partly specified)	36%[activator]
72	CN(C)C(=O)c1ccc(-c2cc3c(cn2)CN(CCc2ccccc2)CCN3)cc1	-5%[176 µM]
73	COc1cc(OC)c(C(=O)N2CCCn3nc(C(=O)O)cc3C2)cc1OC	?
74	COCC(=O)N1CCc2nc(C)nc(-c3ccc(Cl)cc3)c2CC1	-2%[176 µM]
75	CC1(c2ccccc2)N(Cc2ccccc2C#N)C(=O)OC12CCN(C(=O)Cc1cccc(F)c1)CC2 (stereo unspecified)	6%
76	COc1ccc2c(c1)C(C(Nc1ccccc1)c1ccc(Cl)cc1)C(=O)N2C (stereo unspecified)	?
77	COCCNC(=O)[C@@H]1C[C@H](Oc2cccnc2)CN1C(=O)C1(c2ccccc2)CC1	19%
78	CCc1ccc(NC(=O)Cn2c(N(C)Cc3ccccc3)nc(C)cc2=O)cc1	-10%
79	Cc1ccccc1N1CCN(C2CCCN(Cc3ccc(C#CC(C)(C)O)cc3)C2)CC1 (stereo unspecified)	10%
80	CN(C)C[C@@H]1CN(c2ncccn2)C[C@H]1NC(=O)Cc1ccccc1Cl	46%
81	O=C(NCc1cccs1)[C@@H]1C[C@@H](O)[C@H](O)[C@@H]2NC(=S)N(c3ccc(OC(F)(F)F)cc3)[C@@H]21	-15%
82	COc1ccc(-c2cc(-c3ccncc3)cn3cncc23)cc1	?
83	c1ccc(-c2ccc3c(n2)CCCN3Cc2ccccn2)cc1	-12%
84	COc1ccc(C(=O)N2CCCN(c3cc(-c4ccc(F)cc4)[nH]n3)CC2)c(C)c1	30%
85	COc1cc2c(cc1OC)[N+]([O-])=C(c1ccccc1)C2=O	1%
86	Cc1ccc(NC(=O)N2C[C@@H](F)C[C@H]2C(=O)N2CCCCC2)c(C)c1	33%[activator]
87	Cc1noc(-c2ccn3c(CNC(=O)c4cccc(F)c4)nnc3c2)n1	33%[activator]
88	O=C(c1nc(-c2ccc(F)cc2)c2ccccn12)N1CCOCC1	11%[176 µM]
89	COc1ccc(NC(=O)c2cc(NC(=O)C3CC3)cc3nc(C)ccc23)cc1	8%
90	O=C(C1CC1)N1CC(Oc2ccc(-c3noc(C4CCOCC4)n3)cc2)C1	38%[activator]
91	CC1(c2ccccc2)N(Cc2ccccc2F)C(=O)OC12CCN(Cc1c[nH]c3ccccc13)CC2 (stereo unspecified)	28µM*
92	COc1ccc(C(=O)N2C[C@@H]3C[C@H](C2)c2ccc(NS(=O)(=O)c4cccc(C(F)(F)F)c4)c(=O)n2C3)cc1	30%
93	O=C(CCC1CCCC1)N1CC(c2nnc(-c3ccncc3)o2)C2(CCOCC2)C1 (stereo unspecified)	3%
94	COc1ccc(CNC(=O)N[C@@H]2CN(c3ncccn3)C[C@H]2CN(C)C)cc1	56%[activator]
95	O=C(Cn1cccc1-c1nc(-c2ccc3c(c2)OCO3)no1)NCc1ccc(Cl)cc1	-21%
96	CCCN1C(=O)C(CC(=O)N2CCOCC2)Sc2ncccc21 (stereo unspecified)	-2%
97	COc1ccc(CNC(=O)NCCc2noc(-c3ccncc3)n2)cc1	25%
98	COc1ccc(-c2nc(-c3c(C)noc3C)cc3cc(CO)oc23)cn1	8%[176 µM]
99	C[C@]12CCCCC3=CC(=O)C=C[C@@]31OCC2	-6%
100	CS(=O)(=O)N1CC(F)(F)C[C@H]1c1nc(-c2ccncc2)no1	5%
101	Cc1ccc2c(n1)N(C)[C@H](CO)CCN(Cc1cccnc1)C2	16%[176 µM]
102	O=C(O)CCC(=O)N1Cc2ccccc2CC2(CCCCN2Cc2ccccc2)C1 (stereo unspecified)	13%[6.33 µM]
103	Cc1ccnn1CC(=O)N(Cc1ccncc1)Cc1cccc(OCCc2ccc(F)cc2)c1	7%
104	CN(Cc1ccccc1)Cc1cc(C[C@@H]2CC[C@H](O)[C@@H](CNC(=O)c3cccc(F)c3)O2)no1	45%[activator]
105	C[C@H]1[C@@H]2[C@@H](O)C([C@H](C)C(=O)NCc3cccnc3)CC[C@@]2(C)CC[C@@H]1NC(=O)c1cccc(F)c1 (stereo partly specified)	-4%
106	Cc1cc(=O)n(CC(=O)Nc2ccc(C)c(Cl)c2)c(N2CCN(c3ccccc3)CC2)n1	-15%

3 entries from above, field by field:
(92) COc1ccc(C(=O)N2C[C@@H]3C[C@H](C2)c2ccc(NS(=O)(=O)c4cccc(C(F)(F)F)c4)c(=O)n2C3)cc1
  12-LOX inh: 30%

(93) O=C(CCC1CCCC1)N1CC(c2nnc(-c3ccncc3)o2)C2(CCOCC2)C1 (stereo unspecified)
  12-LOX inh: 3%

(94) COc1ccc(CNC(=O)N[C@@H]2CN(c3ncccn3)C[C@H]2CN(C)C)cc1
  12-LOX inh: 56%[activator]

Reformatted as labelled records: entries from further up
39) O=C(c1cc(-c2ccc(F)cc2)n[nH]1)N1CC2CC(C1)[C@H]1CCCC(=O)N1C2 (stereo partly specified)
  12-LOX inh = -7%
40) CCCN(C)c1nccnc1OC1CCN(C(=O)C2CCCCC2)C1 (stereo unspecified)
  12-LOX inh = 41%
41) O=C(Cc1ccc(Cl)cc1)N1CCC2(CC1)CN(C1CCC1)CC2CO (stereo unspecified)
  12-LOX inh = ?

From PubChem
